MITF primary – inhibitors of human MITF; O75030; AlphaScreen MITF homodimerization, bead proximity signal; inhibition, % at 2.6 µM; 650,000 compounds, 0.91% hits; AID 1259374; in the data active = inhibition above about 50%;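 also: 0% = vehicle wells with protein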
Target sequence (O75030 whole entry, looked up): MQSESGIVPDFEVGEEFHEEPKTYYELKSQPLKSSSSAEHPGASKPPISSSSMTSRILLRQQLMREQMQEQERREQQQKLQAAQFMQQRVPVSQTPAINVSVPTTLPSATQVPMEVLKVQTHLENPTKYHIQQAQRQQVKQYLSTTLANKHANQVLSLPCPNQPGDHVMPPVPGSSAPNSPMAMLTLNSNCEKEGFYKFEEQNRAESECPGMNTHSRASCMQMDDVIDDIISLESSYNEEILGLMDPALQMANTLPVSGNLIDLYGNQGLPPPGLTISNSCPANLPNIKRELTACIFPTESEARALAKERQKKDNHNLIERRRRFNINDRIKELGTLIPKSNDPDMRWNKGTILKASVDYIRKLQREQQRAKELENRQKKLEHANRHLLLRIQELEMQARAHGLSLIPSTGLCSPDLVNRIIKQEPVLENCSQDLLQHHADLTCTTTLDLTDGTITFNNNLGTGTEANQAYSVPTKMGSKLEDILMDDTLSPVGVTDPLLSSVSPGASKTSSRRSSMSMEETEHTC
GPR151 ag – activators of human GPR151 | Q8TDV0 | PathHunter beta-arrestin GPR151 cells, luminescence | activation, % at 11.2 µM | 650,000 compounds, 1% hits | AID 1508602; in the data active = activation above about 4.9%;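 also: 0% = median of compound wells and 100% = cells with positive control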
Target sequence (Q8TDV0 whole entry, looked up): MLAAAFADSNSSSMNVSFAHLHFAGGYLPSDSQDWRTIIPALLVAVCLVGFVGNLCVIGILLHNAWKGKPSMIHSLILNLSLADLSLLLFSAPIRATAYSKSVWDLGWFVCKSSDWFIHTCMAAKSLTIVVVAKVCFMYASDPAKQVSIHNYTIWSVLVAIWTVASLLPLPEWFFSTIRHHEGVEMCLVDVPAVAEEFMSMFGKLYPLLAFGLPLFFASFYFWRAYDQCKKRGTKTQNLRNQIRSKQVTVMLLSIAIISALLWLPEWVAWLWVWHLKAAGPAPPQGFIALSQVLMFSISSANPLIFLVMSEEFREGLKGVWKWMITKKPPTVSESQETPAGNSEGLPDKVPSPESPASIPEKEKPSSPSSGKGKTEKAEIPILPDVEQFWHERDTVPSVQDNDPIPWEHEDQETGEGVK
TEAD-YAP inh – TEAD-YAP interaction inhibition; inhibition, % at 9.12 µM; 640,000 compounds, 1.4% hits; HEK-TIYL cells, TEAD-Gal4/YAP UAS-luciferase luminescence; in the data active = inhibition above about 32%;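 also: 0% = median of test compound wells and 100% = reference inhibitor wells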
FBW7 activator – activators of human E3 ligase FBW7. AID 1259310. normalized activity (activation), % at 26.1 µM. AlphaScreen FBW7–phospho-cyclin E peptide binding, activator screen. 650,000 compounds, 0.13% hits. Q969H0; in the data active = normalized activity above about 1.9%;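 also: purified mutant Fbw7 with reduced substrate affinity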
Active calls of the source: *. Random draw from the library. About 3.5% of those tested had a hit in this group.

SMILES	MITF primary	GPR151 ag	TEAD-YAP inh	FBW7 activator
O=Cc1ccc(OCC(=O)Nc2ccccc2)cc1	15	-1.5	-24	-0.4
O=C(Nc1ccc(-c2cscn2)cc1)C1CCCN(C(=O)C2=CCCCC2)C1 (stereo not given)	13	-2.0	-14	0.4
O=C(CC1NC2CCCCC2NC1=O)Nc1ccc([N+](=O)[O-])cc1 (stereo not given)	3	0.0	5	0.1
Fc1ccc(Cn2cc(C(=S)N3CCCC3)c3ccccc32)cc1	26	-0.9	-8	0.2
CCC1Oc2ccc(C(=O)n3nc(C)cc3C)cc2N(CC(=O)c2ccc(F)cc2)C1=O (stereo not given)	12	0.0	-3	0.0
O=C(COC(=O)c1ccc(I)cc1)NCC1CCCO1 (stereo not given)	17	-2.4	-5	0.1
COc1ccc(NC(=O)COc2ccc(Br)cc2)c(OC)c1	4	0.7	-1	-0.1
O=S(=O)(Nc1ccc(F)c(Cl)c1)c1cc(Cl)ccc1Cl	11	-0.1	7	0.2
Nc1nc(Cl)nc2c1ncn2[C@@H]1O[C@H](COP(=O)(O)OP(=O)(O)OP(=O)(O)O)[C@@H](O)[C@H]1O	11	0.9	-50	0.7
Nc1cccc(NC(=O)c2cc(F)c(F)cc2Cl)c1	5	-1.6	0	-0.2
O=C1c2[nH]nc(-c3ccccc3)c2C(c2ccc3c(c2)OCO3)N1c1ccccc1 (stereo not given)	-2	2.0	-9	-0.1
O=C(NC1CCS(=O)(=O)C1)c1ccc(C(=O)c2ccccc2)cc1 (stereo not given)	-12	-1.2	2	-0.3
c1ccc(N/N=C2\CCCc3ccccc32)nc1	19	-1.5	2	-0.4
Cc1c(NC(=O)c2ccc(N3CCCCCC3)c([N+](=O)[O-])c2)c(=O)n(-c2ccccc2)n1C	-1	-1.7	-7	0.5
COc1ccccc1C(=O)N1CCN2C(=O)[C@@H](CC(C)C)NC(=O)[C@H]2C1	-4	3.2	2	-0.2
COCc1c(C#N)c(Sc2nnc(N)s2)nc(C)c1[N+](=O)[O-]	55*	-1.7	-8	0.0
CC(=O)N(c1ccc(F)cc1)c1nc(-c2cc3c(ccc4ccccc43)oc2=O)cs1	6	-2.2	-5	0.8
COc1ccc(OC)c(C2NC(=O)NC(C)=C2C(=O)OC2CCCCCC2)c1 (stereo not given)	-3	0.0	4	-0.1
CS(=O)(=O)N1CCC(C(=O)NC2CCCCCCC2)CC1	-3	1.8	5	-0.2
Cc1c(C#N)c([N+](=O)[O-])nn1CC(=O)c1ccccc1	4	0.3	3	0.1
COc1ccccc1NC(=O)C12CCC(C)(C(=O)C1)C2(C)C (stereo not given)	-1	-0.6	5	-0.1
O=C(Cc1ccc(Cl)cc1)Nc1cc([N+](=O)[O-])ccc1O	8	-0.8	2	-0.1
O=C(O)CNc1ncnc2ccccc12	-6	0.0	-7	-0.1
NC(=O)c1ccc(NC(=O)CCNC(=O)c2ccco2)cc1	-7	1.0	-3	0.0
O=C(N/N=C/c1ccc(F)cc1)c1ccc(C(=O)N/N=C/c2ccc(F)cc2)cc1	-5	-1.5	-9	0.2
COc1ccc(Nc2nc(-c3ccccc3)c3cc(Br)ccc3n2)c(OC)c1	2	0.5	-12	-1.1
COc1cc(C2CC(=O)NC(SCc3ccccc3)=C2C#N)cc(Br)c1O (stereo not given)	-2	0.1	1	0.1
CCOC(=O)CSc1nnc2c3ccccc3nc(C(C)(C)C)n12	1	1.0	5	-0.2
CCOC(=O)c1c(C)n(CCOCc2ccccc2Cl)c2c1cc(O)c1ccccc12	3	0.5	-3	-0.1
Cc1sc2ncnc(Sc3ccc(S(C)(=O)=O)cc3[N+](=O)[O-])c2c1C	1	-0.7	7	0.2
CCNC(=S)Nc1ccc(OC)cc1OC	5	1.8	7	0.1
COc1cncc(-c2cnn3ccc(Nc4ccc(C(C)C)cc4)nc23)c1	28	-0.5	-3	0.7
CCOC(=O)CN1CC23C=CC(O2)C(C(=O)Nc2ccc(F)c(C)c2)C3C1=O (stereo not given)	1	-0.1	0	0.0
CC1CCN(C2=NC(=O)/C(=C/c3ccccc3)S2)CC1	-21	0.0	-20	0.0
O=C(NCCO)c1ccnc(N2CCCC2CO)c1 (stereo not given)	-4	-1.3	7	0.1
O=Cc1ccc(OCc2ccccc2)c(Br)c1	-1	-0.3	-41	0.0
N#Cc1ccccc1COC(=O)c1ccc(Br)o1	-3	-1.2	-1	-0.1
COc1cc(-c2cnn3ccc(NCCN(C)C)nc23)cc(OC)c1OC	-10	-0.4	-24	-0.1
O=C(CSc1nc2ccccc2c2nc(CCN3CCCCC3)nn12)NC1CCCCC1	-11	-1.4	-13	0.5
C/C(O)=C\c1nc2ccccc2[nH]c1=O	12	6.9*	7	0.3
O=C(c1nc2sccn2c1CN1CCCC1c1nccs1)N1CCCCCCC1 (stereo not given)	2	1.5	-3	-0.1
CCOC(=O)c1ccccc1NC(=O)CN(c1ccccc1)S(=O)(=O)c1ccc(OCC)cc1	17	1.4	10	0.2
CC(=O)Nc1ccc(C(N)=O)c(NC(C)=O)c1	8	3.2	14	0.4
CCCCOc1ccc(N2C(=O)C3C4c5ccccc5C(CO)(c5ccccc54)C3C2=O)cc1 (stereo not given)	0	-1.1	-2	-0.2
O=C(N/N=C/c1cc(Cl)cc(Br)c1O)c1cccc([N+](=O)[O-])c1	12	0.1	17	1.4
O=c1c2ccccc2[nH]c(=S)n1N1CCOCC1	12	1.0	-16	0.0
O=C(Nc1ccncc1)c1ccccc1O	3	-7.8	-32	0.1
COCc1ccc(C(=O)NCc2c(C)ncc3c2CCN(C(=O)c2[nH]c(C)cc2C)C3)o1	1	-0.7	3	0.0

Part of the list above in another layout.
O=C(N/N=C/c1cc(Cl)cc(Br)c1O)c1cccc([N+](=O)[O-])c1
  MITF primary: 12
  GPR151 ag: 0.1
  TEAD-YAP inh: 17
  FBW7 activator: 1.4
O=c1c2ccccc2[nH]c(=S)n1N1CCOCC1
  MITF primary: 12
  GPR151 ag: 1.0
  TEAD-YAP inh: -16
  FBW7 activator: 0.0

Other records
SMILES	MITF primary	GPR151 ag	TEAD-YAP inh	FBW7 activator
O=C(COc1ccccc1)Nc1ccccc1N1CCN(C(=O)c2ccccc2)CC1	10	0.6	8	0.0
CC(C)(C)C(=O)Nc1cccc(C(=O)NN)c1	-12	0.4	-33	0.0
CC1CCN(S(=O)(=O)c2ccc3ncn(CC(=O)N4CCCCC4C)c(=O)c3c2)CC1 (stereo not given)	-3	0.3	-5	-0.1
CC1(C)CC(NC(=O)c2ccco2)CC(C)(CNC(=O)c2ccco2)C1 (stereo not given)	14	-0.5	-3	0.0
COC(=O)c1sc(-c2ccccc2)cc1NC(=O)c1ccccc1NS(=O)(=O)c1ccc(C)cc1	2	0.8	3	0.0
COC(=O)c1ccc(Nc2nccc(-c3ccccc3)n2)cc1	6	-2.1	-22	-0.1
CCCS(=O)(=O)N1CCCC(C(=O)NC2CCCC(C)C2C)C1 (stereo not given)	-4	-0.3	2	0.1
Cc1ccc(Cn2c(SCC(=O)N(C)Cc3ccccc3)nc3ccsc3c2=O)cc1	9	-0.1	-3	0.8
CC1CCN(Cc2ccc(C(N)=O)c(=O)[nH]2)CC1	-6	-0.4	-2	0.1
Cc1nnc(SCC(=O)Nc2sc3c(c2C(N)=O)CCC(C)C3)[nH]c1=O (stereo not given)	-60	-0.3	3	0.1
CCOC(=O)c1c(NC(=O)c2cc(Cl)ccc2OC)sc2c1CCCCC2	8	-0.8	-4	-0.2
Cc1ccsc1CCNC(=O)C1CCC(CNc2c(N3CCCC3)c(=O)c2=O)CC1 (stereo not given)	7	0.8	5	-0.2

Rewritten as a markdown table: entries from further up
| SMILES | MITF primary | GPR151 ag | TEAD-YAP inh | FBW7 activator |
| --- | --- | --- | --- | --- |
| CC1(C)CC(NC(=O)c2ccco2)CC(C)(CNC(=O)c2ccco2)C1 (stereo not given) | 14 | -0.5 | -3 | 0.0 |
| CCCS(=O)(=O)N1CCCC(C(=O)NC2CCCC(C)C2C)C1 (stereo not given) | -4 | -0.3 | 2 | 0.1 |
| CC(C)(C)C(=O)Nc1cccc(C(=O)NN)c1 | -12 | 0.4 | -33 | 0.0 |

Remaining list, next part:
SMILES	MITF primary	GPR151 ag	TEAD-YAP inh	FBW7 activator
COc1ccc(CON2C(=O)c3ccccc3C2=O)cc1	-4	-0.7	10	-0.2
CCCOc1ccccc1C1C(C(=O)OCCOc2ccccc2)=C(C)NC2=C1C(=O)CCC2 (stereo not given)	-2	-0.7	8	0.9
CCOc1ccc(C(=O)NCCc2ccc(S(N)(=O)=O)cc2)cc1	-7	0.5	-9	-0.9
COc1ccc(C(C)=O)cc1CSc1nnc(NC2CCCCC2)s1	2	-0.9	2	0.5
CC(NC(=O)/C(C#N)=C/c1cccs1)c1ccccc1 (stereo not given)	-6	1.9	-5	-0.1
Cc1cc(=O)[nH]c(-n2nc(C)c(CCC(=O)NCc3ccccc3)c2C)n1	13	0.4	0	-1.0
Cc1ccc(Cl)cc1NC(=O)CCn1cccc1	2	-0.1	-3	-0.2
CC(OC(=O)C1=NN(c2ccccc2)C(=O)CC1)C(=O)NC(=O)NC1CCCCC1 (stereo not given)	8	-0.5	-1	0.3
CCOC(=O)c1cc2c(n(-c3ccc(C)cc3)c1=O)CC(C)(C)CC2=O	1	1.0	0	0.2
CCOc1ccccc1NC(=O)CSc1nnc(-c2ccc(OC)cc2)n1-n1cccc1	-7	-0.4	41*	-0.1
COC(=O)c1ccccc1NC(=S)NC(=O)c1ccc(Br)o1	3	1.5	13	0.1
Cc1ccccc1N1C(=O)c2ccc3c4c(ccc(c24)C1=O)C(=O)N(c1ccccc1C)C3=O	14	1.2	11	0.0
Cc1nc2c(-c3ccccc3)c(C)nn2c(C)c1CC(=O)NCC1CCN(CC(C)C)C1 (stereo not given)	-10	-1.2	-2	0.0
NC(=O)c1c(NC(=O)CCS(=O)(=O)c2ccccc2)sc2c1CCCC2	9	-0.1	-3	0.1
N=C1S/C(=C/c2ccc(-c3cc(Cl)c(Cl)cc3Cl)o2)C(=O)N1c1nccs1	9	0.9	-10	0.1
Cc1ccc(C2CC(c3cccs3)=NN2C(=O)CSc2nnc(CNC(=O)c3cccc(F)c3)n2-c2ccc(F)cc2)cc1 (stereo not given)	10	-0.8	-5	0.5
CN(C)CCCOC(=O)COc1ccc(C(C)(C)C)cc1	-11	0.7	6	0.0
COc1ccc(NC(=O)CN(C)S(=O)(=O)c2cccc3cnccc23)c(OC)c1	11	1.1	23	0.2
NC(=O)CSc1nc2c(oc3ccccc32)c(=O)n1-c1ccccc1	7	-1.1	5	0.7
Cc1ccccc1CSc1nc2ccccc2c(=O)n1CC1COc2ccccc2O1 (stereo not given)	16	0.5	-8	0.1
Cc1ccccc1N1OC2C(=O)N(c3ccccc3)C(=O)C2C1c1ccc(N(C)C)cc1 (stereo not given)	10	0.8	-9	-0.1
COc1cc(C2C(C#N)=C(N)Oc3n[nH]c(-c4ccc5c(c4)OCO5)c32)cc(OC)c1OC(C)=O (stereo not given)	4	-0.9	0	-0.1
COc1ccc([C@H](C)NC(=O)c2sc3ncnc(NC4CC4)c3c2C)cc1	-6	2.6	-10	-0.1
CCOc1cccc2cc(C(=O)Nc3ccccc3)c(=O)oc12	11	-0.1	-4	0.2

Among those listed so far, three contain a tert-butyl group.
SMILES	MITF primary	GPR151 ag	TEAD-YAP inh	FBW7 activator
CCOC(=O)CSc1nnc2c3ccccc3nc(C(C)(C)C)n12	1	1.0	5	-0.2
CC(C)(C)C(=O)Nc1cccc(C(=O)NN)c1	-12	0.4	-33	0.0
CN(C)CCCOC(=O)COc1ccc(C(C)(C)C)cc1	-11	0.7	6	0.0

Returning to the listing, repeating the 2 entries before the break.
SMILES	MITF primary	GPR151 ag	TEAD-YAP inh	FBW7 activator
COc1ccc([C@H](C)NC(=O)c2sc3ncnc(NC4CC4)c3c2C)cc1	-6	2.6	-10	-0.1
CCOc1cccc2cc(C(=O)Nc3ccccc3)c(=O)oc12	11	-0.1	-4	0.2
COc1cccc(-c2cnnc(NCc3cn4nc(C)sc4n3)n2)c1	3	-0.1	0	-0.1
N#Cc1ccc(C(=O)NC(=S)N2CCOCC2)cc1	2	4.8	3	0.1
Cc1ccnc(SCc2cc(=O)c(OC(=O)c3ccc(C)c([N+](=O)[O-])c3)co2)n1	15	1.3	6	-0.1
CC(C)N(C(=O)CSc1nc2ccccc2c(=O)[nH]1)C(C)C	4	0.6	8	0.1
CN1[C@@H](C(=O)N2CCCC2)C[C@@H](c2ccc(F)cc2)NS1(=O)=O	0	1.4	-16	0.1
O=C(NCc1cccnc1)c1cccc2ccccc12	9	1.2	7	0.1
CCOC(=O)c1ccc(N2C(=O)CC(N3CCN(c4ccccc4Cl)CC3)C2=O)cc1 (stereo not given)	9	0.9	0	0.1
O=C([C@H](O)COc1ccc(Br)cc1)N1CCC(Oc2ccc3[nH]ncc3c2)CC1	1	-0.7	1	-0.1
O=C1C2CCCCC2C(=O)N1c1ccc(F)cc1 (stereo not given)	-5	0.4	-2	0.1
COc1ccccc1-n1nnc(C(=O)NCCc2ccc(C)cc2)c1N	-5	-0.1	-6	0.0
COc1ccc(/C=C(/C#N)c2nn(CCO)c(N)c2C#N)cc1OC	4	2.9	-6	0.0
Cc1ccccc1C(=O)Nc1ccccc1-c1nnn(CC(=O)NC2CCCCC2)n1	10	-1.1	1	-0.1
CCOC(=O)c1[nH]c(C)c(C(=O)Nc2ccc(OC)cc2)c1C	-1	-0.6	-4	0.1
COC(=O)CCC(=O)c1cc2ccccc2o1	7	0.7	5	0.0
O=C(NC(=S)NCCOCc1ccc(Cl)cc1)c1cccnc1	-9	1.9	4	0.0
O=C(NCCCN1CCCC1=O)c1ccc2c(=O)n(CCc3c[nH]c4ccccc34)c(=S)[nH]c2c1	14	-2.2	13	0.2
COc1ccc(CCNC(=O)Nc2cccc([N+](=O)[O-])c2)cc1OC	7	-2.6	-5	-0.2
